Assay outcomes as filed in PubChem.
E-sel TNF inh = blocks E-selectin expression induced by TNF alpha; HUVEC TNFa-induced E-selectin immunofluorescence, high content; actives 0.71% (n = 120,000); inhibition, % at 2 µM;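 active means inhibition above the batch mean plus 3 SD, and confirmed as a hit on visual image review, cut at about 43% in these data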;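 further: 0% = TNF-stimulated DMSO wells and 100% = unstimulated control wells; not every result past the cut was called active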
Starred values were filed as active, the others as inactive. Not all compounds are listed; rates above refer to the full screens.

SMILES	E-sel TNF inh
CCOc1ccc(CC(=O)Nc2nccs2)cc1	5.2
COc1ccc(C(C(N)=O)c2ncc(C(F)(F)F)cc2Cl)cc1 (configuration not stated)	-1.7
Cc1cnn(-c2nc(-c3ccccc3)cc(-c3ccccc3)n2)c1	11.0
CN(Cc1ccccc1F)c1ccc(S(=O)(=O)N2CCCC2)cn1	-24.2
COc1ccc(OC)c(CNC(=O)Cc2c(C(=O)O)[nH]c3ccc(Cl)cc23)c1	-11.6
Cc1ccc2ncnc(NCCCCCC(=O)O)c2c1	-16.5
COc1cc(OC)c(S(=O)(=O)N2CCN(C(=O)c3ccccc3F)CC2)cc1NC(C)=O	0.3
Cc1nc(SCc2ccc(Cl)c(Cl)c2)ncc1C(=O)O	-18.6
COC(=O)C1C(c2ccccc2)C(C(=O)O)C1c1ccccc1 (configuration not stated)	5.3
COc1ccc(C=O)c(OC)c1	12.2
Cc1cc(OC(=O)c2ccc(S(=O)(=O)N3CCOCC3)cc2)c([N+](=O)[O-])c(=O)[nH]1	-9.3
COCCCNC(=O)Cn1c(=O)n(CCCCCC(=O)NCc2ccc3c(c2)OCO3)c(=O)c2sccc21	-18.4
CCOC(=O)C1C(C(=O)NN)C1C(=O)Nc1ccccc1 (configuration not stated)	13.2
O=C(CSc1ccc(-c2ccco2)nn1)N1CCCCC1	0.9
Cc1noc(C)c1COc1ncnc2ccccc12	-12.5
CCn1c(=O)c(C(=O)CN2CCN(Cc3ccc4c(c3)OCO4)CC2)c(N)n(Cc2ccccc2)c1=O	-15.3
CC1SCC(=O)N(CC(=O)Nc2ccc3c(c2)OCCO3)C1=O (configuration not stated)	-21.4
CCOc1cc(NC(=S)NCCCN2CCOCC2)c(OCC)cc1NC(=O)c1ccc(C)cc1	14.9
CCc1cccc(NC(=O)C2CCN(S(=O)(=O)c3c(C)noc3C)CC2)c1	-3.7
COCCn1c(Br)nc2c1c(=O)n(C)c(=O)n2C	-27.6
S=C(Nc1ccc2cn[nH]c2c1)Nc1ccc(Cl)cc1Cl	-1.2
COC(=O)C1CC(=O)N(Cc2ccccc2)C1 (configuration not stated)	20.0
CCN1CCN(C(=O)CN(C)S(=O)(=O)c2cc(C)ccc2OC)CC1	11.9
O=C(Cn1nc2ccccc2n1)N/N=C/c1cc(Cl)cc([N+](=O)[O-])c1O	-24.8
O=C(Cn1c(C(F)(F)F)nc2ccccc21)Nc1ccccc1C(=O)O	59.1
Cc1cccc(C)c1NC(=O)NC1(C(=O)N2CCOCC2)CCCCC1	3.4
COC(=O)c1ccccc1Sc1ncnc2onc(C)c12	-40.9
COc1cc(CNC(C)(C)C)ccc1OCC(=O)NC(C)(C)C	-31.3
COc1ccc(OC)c(S(=O)(=O)N2CCC(C(=O)Nc3ccccc3)CC2)c1	-45.2
Cc1ccc(CN2CCN(Cc3cccc(OCCO)c3)CC2CCO)o1 (configuration not stated)	-29.0
CC1CC1C(=O)Nc1nc(-c2ccc(Cl)s2)cs1 (configuration not stated)	-13.0
O=C(N/N=C/c1cc2c(cc1Br)OCO2)C1COc2ccccc2O1 (configuration not stated)	-17.4
COc1ccc(C(=O)CSc2nc3c(c(=O)n(C)c(=O)n3C)n2C)cc1	-3.7
CC(C)(C)C(=O)CNCC(=O)C(C)(C)C	4.8
CCS(=O)(=O)N1Cc2ccccc2CC1C(=O)Nc1ccc(OC)cc1 (configuration not stated)	-26.2
O=Cc1s/c(=N\S(=O)(=O)c2ccccc2)n(CCCCl)c1Cl	72.3*
CNc1nc(OC)nc(N(C#N)CN2C(=O)c3ccccc3S2(=O)=O)n1	9.0
O=C(O)CC/C(=N\NC(=O)c1ccccc1)c1cccs1	-63.7
CCOc1nc(Nc2ccc(OC)cc2)nc(N2CCOCC2)n1	-5.2
CCOc1ncccc1C(=O)OCC(=O)Nc1ccc(C(C)C)cc1	-15.6
CCOC(=O)C1=C(C)NC(=S)NC1C (configuration not stated)	5.5
CCOC(=O)C1CCCN(C(=O)c2ccc3c(c2)N(Cc2ccccc2)C(=O)c2ccccc2S3=O)C1 (configuration not stated)	-23.4
NC(=O)COC(=O)c1sc2ccccc2c1Cl	-24.4
O=C(COC(=O)c1cc[n+]([O-])cc1)Nc1ccc(Cl)cc1[N+](=O)[O-]	-7.7
CC(=O)c1c(C)[nH]c(C(=O)OCC(=O)NCC(C)C)c1C	-29.7
COC(=O)Cc1ccc(NC(=S)NCc2ccccc2OC)cc1	16.9
CCOc1ccc(NC(=S)N2CCCCCC2)cc1	-24.3
COc1ccccc1CNC(=O)COc1ccc(C)nc1[N+](=O)[O-]	-5.5
Cc1ccc(C(=O)CSc2nnc(COc3ccccc3)o2)cc1	-8.2
COc1ccccc1C(=O)NC(=S)Nc1ccc(N2CCOCC2)c(Cl)c1	-38.8
O=C(NNC(=O)c1ccc(Cl)cc1Cl)c1cccs1	9.8
CC(C)c1ccc(/C=N/N2CCCCC2)cc1	15.5
Cc1cc(C)cc(NC(=O)COC(=O)[C@@H](NC(=O)c2ccco2)C(C)C)c1	-73.8
O=C(NCc1ccc(Cl)cc1)C(=O)NCC(c1cccnc1)N1CCN(c2ccc(F)cc2)CC1 (configuration not stated)	-29.0
O=C(O)CSc1c(O)c2ccccc2[nH]c1=O	-23.8
Cc1ccc(NC(=S)N(Cc2cccc(Br)c2)CC2CCC(C(=O)O)CC2)cc1Cl (configuration not stated)	5.8
CN(C)/C=C(\C#N)S(=O)(=O)C(C)(C)C	-25.2
CC(=O)NCc1ccc(S(=O)(=O)NC(C(=O)O)C(C)C)cc1 (configuration not stated)	-24.5
O=C(CN(CC1CCCO1)C(=O)CNS(=O)(=O)c1ccc(F)cc1)NCc1ccco1 (configuration not stated)	-15.3
CC(C)(C)NC(=O)NC(=O)COC(=O)C1(C)CC1(Cl)Cl (configuration not stated)	22.4

Random excerpt: four compounds from above.
SMILES	E-sel TNF inh
CN(C)/C=C(\C#N)S(=O)(=O)C(C)(C)C	-25.2
CC(C)c1ccc(/C=N/N2CCCCC2)cc1	15.5
CCn1c(=O)c(C(=O)CN2CCN(Cc3ccc4c(c3)OCO4)CC2)c(N)n(Cc2ccccc2)c1=O	-15.3
CCOc1ccc(NC(=S)N2CCCCCC2)cc1	-24.3

Next records
SMILES	E-sel TNF inh
CC1(C(=O)Nc2ccc3ccccc3c2)CC1(Br)Br (configuration not stated)	-27.7
O=C(N/N=C/c1cccnc1)c1ccccc1OCc1ccc(Br)cc1	-0.4
CSCCCNC(=S)N1CCN(c2ccc(C(C)=O)cc2)CC1	-6.1
CC(C)(C)C(=O)Nc1cc(S(=O)(=O)N2CCCCC2)ccc1N1CCCCC1	-42.4
O=C(NCCSc1ccccn1)c1ccc(Cl)cc1	10.1
NC(=O)Cn1nc(C(F)(F)F)c2c1CCCC2	-5.8
O=C(NCc1ccncc1)c1cc(C(=O)C2CC2)c[nH]1	-34.3
CNS(=O)(=O)c1cccc(C(=O)OCC(=O)N(Cc2ccccc2)C(C)(C)C)c1	-27.5
Cc1nnc(SCC(=O)N2CCCC2)n(N)c1=O	-12.1
CCOC(=O)c1sc(-c2cccs2)nc1C	-12.2
Cn1c(-c2ccc(F)cc2)cnc1SCC(=O)NNC(=O)Cc1ccccc1	-21.1
CCc1ccc(OC)c(-c2csc(N)n2)c1	1.1
COc1ccc(NC(=O)COc2ccc(C)cc2)c([N+](=O)[O-])c1	-5.6
CC(C)(C)NC(=O)Cn1c(=O)n(CC(=O)NC(C)(C)C)c2ccccc21	-13.3
CC(c1ccccc1)C(Cc1nc2ccccc2[nH]1)c1nc2ccccc2[nH]1 (configuration not stated)	-32.2

Records above shown as hits in E-sel TNF inh.
SMILES	E-sel TNF inh
O=Cc1s/c(=N\S(=O)(=O)c2ccccc2)n(CCCCl)c1Cl	72.3*

The list continues:
SMILES	E-sel TNF inh
NC(=O)C1CCN(C(=O)CSc2ccsc2[N+](=O)[O-])CC1	8.6
COc1ccc(NC(=O)Cc2c(Cl)cccc2Cl)cn1	-13.8
COc1ccc(-n2c(SCC(=O)N3CCCC3)nc3ccccc3c2=O)cc1	-52.5
COc1ccccc1NC(=O)c1ccc(NC(=O)CSc2ncccn2)cc1	-18.9
Cc1cccc(OCC(=O)NCC(=O)N/N=C/c2ccc([N+](=O)[O-])cc2)c1	-12.4
O=c1[nH]nc(-c2cccs2)c2ccccc12	-39.8
Cc1ccc(N2CC(O)=C(c3nc4ccccc4c(=O)[nH]3)C2=N)cc1C	-17.0
CCOc1cc(NC(=O)c2cnccn2)c(OCC)cc1NC(=O)c1cccc(F)c1	-22.1
O=C(Nc1ccc(F)cc1)c1cc(Cl)sc1Cl	8.3
O=C(O)CC(NCc1ccco1)C(=O)OCCCl (configuration not stated)	-47.4
COc1ccc(/C=C/C(=O)C23CC4CC(CC(C4)C2)C3)cc1CN1CCOCC1	-26.8
Cc1ccccc1-c1nc(CN(C)C(C)c2ccon2)c(C)o1 (configuration not stated)	2.8
CCNc1nc(NCC)nc(Oc2ccc(OCc3ccccc3)nn2)n1	-7.2
COc1ccc(CCc2nnc(CCC(=O)N(C)Cc3ccncc3C)o2)cc1	-2.4
COc1cccc(-c2cc3nc4c(c(NCC(C)(C)CN(C)C)n3n2)CCCC4)c1	-2.8

Molecules from the list above containing a CF3 group:
SMILES	E-sel TNF inh
COc1ccc(C(C(N)=O)c2ncc(C(F)(F)F)cc2Cl)cc1 (configuration not stated)	-1.7
O=C(Cn1c(C(F)(F)F)nc2ccccc21)Nc1ccccc1C(=O)O	59.1
NC(=O)Cn1nc(C(F)(F)F)c2c1CCCC2	-5.8

(cont.)
SMILES	E-sel TNF inh
CC1CCCN(c2ccc(N)cc2C(N)=O)C1 (configuration not stated)	-48.4
Cc1ccc(C(=O)NN2C(=O)C3C4C=CC(C5CC45)C3C2=O)cc1 (configuration not stated)	-23.5
Cc1cc(C)c(Nc2ncccc2C(=O)O)c(C)c1	11.5
COc1cccc(CNc2ccc([N+](=O)[O-])cc2C)c1	-42.9
Cc1nccn1CCC1CCCCN1C(=O)CCc1nnc(-c2ccsc2)o1 (configuration not stated)	9.5
COc1ccc(NC(=O)C(=O)NCCCO)cc1Cl	-7.5
COC(=O)C1=C(N)OC2=C(C(=O)CC(C)(C)C2)C1c1ccccc1OC (configuration not stated)	-1.2
COc1ccc(-c2csc(-c3cccs3)n2)c(OC)c1	28.6
O=C(CNC(=O)c1ccc(Br)cc1)NCC(=O)OCC(=O)c1ccccc1	-14.4
O=C(CC1CCCCC1)Nc1nc2ccccc2s1	3.2
CCOC(=O)C(=O)Nc1cc(C)on1	11.9
Cc1ccc(CC2CC(=O)N(c3nc(C)cc(C)n3)C2=O)cc1 (configuration not stated)	-4.5
COc1ccc(CC2(CO)CCN(Cc3cnn(C)c3C)CC2)cc1	4.7
CC(C)c1ccc(CN(C)CC(O)c2ccccc2)cc1 (configuration not stated)	-67.7
O=C(Nn1c(-c2ccc(F)cc2)nc2ccccc2c1=O)c1cccnc1	-8.6
CC(C)Sc1nc2c([nH]c3ccccc32)c(=O)n1C	-32.1
CN(C)c1ccc(C(=O)/C=C/c2ccccc2)cc1	-6.7
O=c1c2oc3ccccc3c2ncn1Cc1cccc(Cl)c1	-13.2
O=C(CCCOc1ccc(Cl)cc1Cl)NCc1ccccn1	-15.2
S=C(NCC1CCCO1)Nc1cccc2ccccc12 (configuration not stated)	7.9
O=C(Nc1ncccn1)c1ccc([N+](=O)[O-])o1	-1.8
COCCOC(=O)c1c(NC(=O)CNCc2ccco2)sc(C(N)=O)c1C	-34.9
COc1ccc(/C=C(\CC(=O)O)c2nc3ccccc3s2)cc1O	-13.5
CCN1C(=O)/C(=C\N(C)C)S/C1=N\S(=O)(=O)c1ccccc1	6.8
CCc1cc(=S)n2c([nH]c3ccccc32)c1C#N	0.5
Cn1c(=O)c2c(nc(Cl)n2CC(=O)N2CCCCC2)n(C)c1=O	16.1
O=C(CCCN1C(=O)/C(=C\c2cccs2)SC1=S)NNC(=O)c1ccncc1	5.5
CCC(=O)NC(=S)Nc1ccc(NC(=S)NC(=O)c2ccc(C)cc2)cc1	-16.0
OC(CNCc1ccc(-c2ccccc2)cc1)c1ccccc1 (configuration not stated)	-5.5
CCOC(CNC(=O)c1ccc2c(c1)ncn2-c1ccc(F)c(F)c1)OCC	11.2
COc1ccc(NC(=O)N2CCN(c3ccc([N+](=O)[O-])cc3)CC2)cc1	10.0
COc1ccc(NC(=O)CSc2nnnn2C)c([N+](=O)[O-])c1	-10.8
CN(C)c1cccc(C(=O)N/N=C/c2ccccc2F)c1	-16.6
Clc1cccc(CSc2ccc(-c3ccco3)nn2)c1	-18.7
Cc1cc2c(ncn2C)c(NS(=O)(=O)c2ccc(Cl)cc2)c1C	-22.1
Cc1ccccc1NS(=O)(=O)c1ccc(C(=O)N2CCN(c3ccccn3)CC2)cc1	-6.1
Cc1ccc(C(=O)O)cc1-c1ccc(C=C2C(=O)c3ccccc3C2=O)o1	0.1
Cc1cccc(C(=O)Oc2ccc(/C=N/NC(=O)c3ccncc3)cc2)c1	-0.7
CC(C)CSC1=NSC2=NC(=O)/C(=C\c3ccccc3)C(=N)N12	-6.8
CS(=O)(=O)c1ccc(SCC(=O)NC2CCS(=O)(=O)C2)c([N+](=O)[O-])c1 (configuration not stated)	17.5
COc1ccc(-c2nc(CN3CCCCC3c3nccn3C)c(C)o2)c(C)c1C (configuration not stated)	-11.2
N#CCOC(=O)/C=C/c1ccc2c(c1)OCO2	0.3
N#CCCn1cc(C(=O)O)c(-c2cccs2)n1	6.4
COc1ccc(/C(N)=N/OC(=O)c2ccco2)cc1OC	-15.5
CCCCNC(=O)C1CCC(CNc2nc(=S)[nH]c3ccccc23)CC1 (configuration not stated)	9.2
Cc1cccc(NC(=S)NCCN(C2CCCCC2)C2CCCC2)c1	-1.9
COC(=O)c1cc(-c2ccc(OC)cc2)on1	24.3
CCOc1nc(NCCN2CCOCC2)nc(Nc2ccc([N+](=O)[O-])cc2)n1	12.3
CC(C)CN(CC(C)C)S(=O)(=O)N1CCC(C(=O)NCc2cccnc2)CC1	-15.7

Some of these compounds in order of the E-sel TNF inh value, lowest first.
SMILES | E-sel TNF inh
CC(C)CN(CC(C)C)S(=O)(=O)N1CCC(C(=O)NCc2cccnc2)CC1 | -15.7
Cc1cccc(NC(=S)NCCN(C2CCCCC2)C2CCCC2)c1 | -1.9
CCOc1nc(NCCN2CCOCC2)nc(Nc2ccc([N+](=O)[O-])cc2)n1 | 12.3
COC(=O)c1cc(-c2ccc(OC)cc2)on1 | 24.3
